# CaV13 FRET inh – Primary screen for inhibitors of IQ motif and Ca2+-dependent inactivation inhibitor domain binding in CACNA1D, Förster resonance energy transfer in living cells, … | HEK cells, CFP/YFP FRET ICDI-IQ, plate reader, 10 min; percent FRET-ratio fall versus neutral wells | inhibition, % at 12.3 µM | AID 743397 | 340,000 tested, 0.098% active;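 active = mean replicate inhibition of at least 30% and at least 1% of replicates passing that level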;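 also: 0% = median of the neutral control wells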
# Shn3 3UTR inh – reduces Shn3 3'UTR luciferase signal in osteoblasts; 360,000 tested, 0.52% active; inhibition, % at 12.5 µM; Clone20 osteoblast Shn3 3'UTR firefly luciferase, 24 h;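 active = mean inhibition of at least 75% with every replicate also reaching 75%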;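 also: 0% = median of neutral control wells and 100% = pilot-screen positive control compound; some compounds past the cut are filed as inactive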
# HIF-2a block – blocks HIF-2a reporter activity; 786-0 RCC cells HIF-2a reporter, luciferase luminescence, overnight; inhibition, % at 18.8 µM; 360,000 tested, 0.72% active; AID 624352;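 active = inhibition of the luminescence signal of 40% or more relative to plate controls, in a single-dose primary screen at 18.75 µM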
# PDI turbidity – PDI (human) enzyme inhibition; P07237; PDI insulin aggregation turbidity, A650, 90 min; inhibition, % at 10 µM; 350,000 tested, 0.052% active; AID 588391;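 active = mean inhibition across replicates of 30% or more, whatever share of single replicates reach that level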;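 also: absorbance from insulin aggregation driven by PDI reduction with DTT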
# m5-HT2A agonist – activates the mouse 5-HT2A serotonin receptor. P35363. CHO-K1 mHTR2A beta-arrestin complementation, luminescence; percent of 30 µM serotonin response. activation, % at 7.6 µM. 360,000 tested, 0.66% active;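 active = activation above a run cutoff, the mean activation of all tested compounds plus 3 SD, cut at about 14% in these data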;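 also: 0% = plate median of compound wells and 100% = 30 µM serotonin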
# Target sequence (P35363 whole entry, looked up): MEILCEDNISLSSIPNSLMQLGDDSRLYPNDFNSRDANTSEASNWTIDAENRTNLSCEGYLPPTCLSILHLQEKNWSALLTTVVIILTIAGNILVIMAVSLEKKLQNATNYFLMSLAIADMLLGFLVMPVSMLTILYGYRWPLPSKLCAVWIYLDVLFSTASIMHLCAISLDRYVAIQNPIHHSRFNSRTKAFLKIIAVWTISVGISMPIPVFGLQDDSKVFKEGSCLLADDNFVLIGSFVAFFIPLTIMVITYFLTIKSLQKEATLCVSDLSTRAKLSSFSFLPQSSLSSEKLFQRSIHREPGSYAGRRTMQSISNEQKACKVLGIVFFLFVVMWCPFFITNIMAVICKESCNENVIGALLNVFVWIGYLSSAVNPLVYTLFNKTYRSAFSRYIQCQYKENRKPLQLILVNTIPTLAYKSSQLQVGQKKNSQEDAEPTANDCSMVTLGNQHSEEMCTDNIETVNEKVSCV
# NR2E3 ag-1 – human photoreceptor-specific nuclear receptor agonism. 360,000 tested, 0.35% active. CHO-S Gal4-NCOR/VP16-NR2E3 two-hybrid, luciferase. AID 602229. Q9Y5X4. inhibition of corepressor binding, % at 3.98 µM;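 active = inhibition above the mean of all tested compounds plus 3 SD, cut at about 70% in these data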;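 also: 0% = DMSO with NR2E3 transfected cells and 100% = cells lacking NR2E3 construct; higher means lower luciferase signal from less NR2E3 corepressor binding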
# Target sequence (Q9Y5X4 whole entry, looked up, the tested form may be a part): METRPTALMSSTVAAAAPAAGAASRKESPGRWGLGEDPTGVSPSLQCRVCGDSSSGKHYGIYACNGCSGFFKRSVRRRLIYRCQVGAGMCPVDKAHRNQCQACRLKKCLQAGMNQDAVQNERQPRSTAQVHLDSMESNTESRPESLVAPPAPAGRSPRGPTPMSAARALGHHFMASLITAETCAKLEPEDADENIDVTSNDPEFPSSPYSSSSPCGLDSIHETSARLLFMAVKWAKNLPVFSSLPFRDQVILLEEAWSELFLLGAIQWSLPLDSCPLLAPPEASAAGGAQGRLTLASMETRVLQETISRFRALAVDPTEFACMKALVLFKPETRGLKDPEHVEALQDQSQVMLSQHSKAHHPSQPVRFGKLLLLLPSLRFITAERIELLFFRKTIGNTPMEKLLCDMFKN
# NR2E3 ag-2 – NR2E3 (human) agonism; Q9Y5X4; GST-NR2E3/biotin-RetCOR TR-FRET, 1536-well; inhibition of corepressor binding, % at 4.78 µM; 320,000 tested, 0.12% active; AID 2300;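 active = percent inhibition above the cutoff of mean plus 3 SD of all tested compounds, set per screening campaign, cut at about 20% in these data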;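 also: 0% = DMSO wells and 100% = biotin wells as full block of FRET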
#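 Assay system: NR2E3–RetCOR corepressor complex. Quantity: 1.35 nM GST-NR2E3. Buffer or medium: pH 7.5 Tris-based buffer. Reagent: biotinylated RetCOR corepressor at 7 nM final. Schedule: 5 h at 4 °C. Detection: TR-FRET, emission read at 617 and 671 nm. Replicates: one well per compound, singlicate testing.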
# iPSC survival up – hiPSC single-cell survival enhancement; 360,000 tested, 0.044% active; ATPlite luminescence; 100% = ROCK inhibitor wells, 0% = DMSO; survival enhancement, % at 20 µM; in the data active = survival enhancement above about 18%;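 also: cells exposed to compounds for 16 hours before the ATP read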
# Peg3 promoter – Peg3 promoter activity inhibition | HeLa PEG-Prom luciferase reporter, luminescence, overnight | inhibition, % at 20 µM | 360,000 tested, 1.7% active;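 active = inhibition of at least 50% at 20 µM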
# MITF TRPM1 inh – inhibitors of MITF-driven TRPM1 promoter in melanoma cells; SK-MEL-5 TRPM1 promoter luciferase, 24 h; 330,000 tested, 0.83% active; inhibition, % at 12.5 µM;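 active = mean inhibition across replicates of 60% or more, whatever share of single replicates reaches that level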; also: values of inactives mirror those of a sister screen read the other way
# Cardio protect – modulators protecting cardiomyocytes from myocardial damage; 360,000 tested, 0.63% active; AID 588492; protection from H2O2 cell death, % at 20 µM; H9c2 cardiomyocytes, H2O2 injury protection, ATPLite, 2 h;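 active = compounds giving at least 50% protection of heart cells from peroxide-induced death in the single-dose screen, raw or plate-pattern-corrected value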;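 also: 0% = DMSO wells with peroxide and 100% = DMSO wells without peroxide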
# * marks the source's active call; other numbers are inactive results; . = not tested or not shown.
SMILES,CaV13 FRET inh,Shn3 3UTR inh,HIF-2a block,PDI turbidity,m5-HT2A agonist,NR2E3 ag-1,NR2E3 ag-2,iPSC survival up,Peg3 promoter,MITF TRPM1 inh,Cardio protect
CC(=O)NCCc1nc2cc(NC(=O)c3cccs3)ccc2n1C,2,7,4,11,1,-7,-1,0.1,-1,0,5
COCCCNS(=O)(=O)c1ccccc1,-8,3,0,-1,-1,-11,3,-3.0,5,2,5
COc1ccc(-c2nc3ccc(Cl)cn3c2Cc2cccc(F)c2)cc1OC,-8,-7,-43,.,0,-16,.,1.7,-1,.,7
CC1(C)CC(=O)C2=C(C1)NC(Nc1nc3ccccc3o1)=NC21CCCCC1,-4,-4,5,-1,0,1,1,-1.6,6,9,-2
O=C(c1cccs1)N1C[C@@H](O)[C@H](n2cc(C3CC3)nn2)C[C@@H]1c1ccccc1,-6,11,-5,6,1,-7,.,-3.8,11,.,12
O=C1CCC/C1=c1\s/c(=C\c2cccnc2)c(=O)n1-c1ccccc1,.,20,7,6,-2,-16,-1,9.4,4,-9,39
Cc1c(NC(=O)/C(C#N)=C/c2c(Oc3ccccc3)nc3ccccn3c2=O)c(=O)n(-c2ccccc2)n1C,-6,-18,14,-22,3,-6,1,-0.4,-12,12,13
COc1ccc(Cc2nnc(SCC(=O)Nc3ccc(N4CCOCC4)cc3)o2)cc1,-2,-19,10,-2,3,-14,3,-0.3,0,-3,1
CCOc1ccc2nc(NC(=O)CN3CCN(CC)CC3)sc2c1,-3,-14,-24,8,-4,-41,.,-0.3,-35,-15,14
COc1cc(OC)cc(-c2c(C#Cc3ccsc3)c3cc(-c4ccc(C(N)=O)cc4)ccc3n2C)c1,-6,5,13,-3,9,-39,2,-0.7,8,11,-5
C=CCn1c(-c2cc(-c3ccc(C)cc3)nc3ccccc23)n[nH]c1=S,-5,-3,-80,3,-7,-1,-1,0.5,-44,-8,-4
COc1ccc(S(=O)(=O)N2CCCC(C(=O)NCCC(C)C)C2)cc1 (stereo unspecified),3,7,13,8,-4,10,5,1.5,22,2,-10

# Some of these compounds in order of molecular weight, rising:
SMILES,CaV13 FRET inh,Shn3 3UTR inh,HIF-2a block,PDI turbidity,m5-HT2A agonist,NR2E3 ag-1,NR2E3 ag-2,iPSC survival up,Peg3 promoter,MITF TRPM1 inh,Cardio protect
COCCCNS(=O)(=O)c1ccccc1,-8,3,0,-1,-1,-11,3,-3.0,5,2,5
CC(=O)NCCc1nc2cc(NC(=O)c3cccs3)ccc2n1C,2,7,4,11,1,-7,-1,0.1,-1,0,5
COc1ccc(S(=O)(=O)N2CCCC(C(=O)NCCC(C)C)C2)cc1 (stereo unspecified),3,7,13,8,-4,10,5,1.5,22,2,-10

# The results go on.
SMILES,CaV13 FRET inh,Shn3 3UTR inh,HIF-2a block,PDI turbidity,m5-HT2A agonist,NR2E3 ag-1,NR2E3 ag-2,iPSC survival up,Peg3 promoter,MITF TRPM1 inh,Cardio protect
CCc1nc(SCC(=O)Nc2nccs2)c2oc3ccccc3c2n1,0,0,11,-2,7,8,-2,4.9,9,10,-12
CC(=O)Nc1ccc(S(=O)(=O)NC2=C(N3CCN(c4ccc(F)cc4)CC3)C(=O)c3ccccc3C2=O)cc1,-3,11,-64,-15,0,-14,2,-0.5,37,49,27
Cc1ccc(-n2nnnc2SCC(=O)NC2CCCc3ccccc32)cc1 (stereo unspecified),-3,4,-37,5,-3,-11,-1,-0.8,-3,-1,-2
CC1(C2CCC3(C)OC3C2)CO1 (stereo unspecified),.,-3,-3,.,7,12,.,2.2,0,1,-1
CN(Cc1cn(C)nc1-c1ccccc1F)Cc1nccn1C,-2,-3,6,13,1,3,0,-0.4,19,1,-4
Cn1cc(C=CC(=O)O)c2nccnc21,-7,-16,10,-6,-2,13,.,-2.4,5,.,0
O=C(O)c1ccc(/C=N/Nc2ccc(C(F)(F)F)cn2)cc1,-4,-68,-200,8,18*,-95,.,-4.3,-194,-43,6
COc1ccc(NC(=O)c2cc3ccccc3oc2=O)c(OC)c1,-5,-14,-197,-3,0,-15,4,-0.3,-201,-58,-2
OCCN1CCN(CCCN2c3ccccc3Sc3ccc(C(F)(F)F)cc32)CC1,-4,-5,-4,-3,-1,-21,3,-2.3,61*,-4,-4
CC1=NN(c2ccccc2)C(=O)C1C(=O)c1ccc([N+](=O)[O-])cc1 (stereo unspecified),2,-102,15,-5,3,3,1,3.9,13,2,-6
COc1ccc(CNC(=S)NC(C)CCc2ccccc2)cc1 (stereo unspecified),3,-8,6,8,-5,7,1,-0.6,13,5,1
CCCCN(C(=O)CSc1n[nH]c(-c2ccc(C)cc2)n1)c1c(N)n(CCCC)c(=O)[nH]c1=O,-5,10,3,-2,-5,-6,3,-0.3,-10,-5,-13
C=CCn1c(N2CCCCCC2)nc2c1c(=O)[nH]c(=O)n2C,-5,-7,5,0,-2,-9,0,6.5,8,1,1
O=C(Cc1cc(=O)[nH]c(=O)[nH]1)NCc1ccc(Cl)cc1,-6,3,4,-5,1,-31,3,0.7,25,1,2
CNS(=O)(=O)c1cc(-c2nnc(Nc3ccc(NC(C)=O)cc3)c3ccccc23)ccc1C,-3,-10,8,-1,-3,-28,1,0.3,-5,-1,15
CN(C(=O)c1ccc(COc2ccccc2Br)o1)c1ccccc1,-18,-3,-21,-1,-6,-5,3,1.1,-16,8,-5
CCc1cccc(CC)c1N1C(=O)C2=C(SCCCS2)C1=O,-36,-8,12,11,0,-3,.,-3.1,20,.,-1
Fc1cccc(-c2nn[nH]n2)c1,-1,-1,20,12,3,-25,-1,-1.5,3,-23,4
O=C(NCc1ccco1)/C(=C\c1ccco1)NC(=O)c1ccccc1Cl,-19,-4,-4,-2,4,-9,-5,0.9,11,-3,-2
COc1ccc(N=NC2=C(O)CC(C)(C)CC2=O)cc1,-4,-7,-90,-5,1,6,0,-2.3,-83,-67,-4
O=C(NCc1ccncc1)C(=O)Nc1nccs1,-19,.,11,18,2,-29,7,-0.7,5,5,2
NC(=O)C1CCN(CC(=O)Nc2ccccc2Sc2ccccc2)CC1,-2,14,12,6,0,4,2,-0.3,18,-7,3
Cc1nc2ccccc2c(=O)n1-c1ccc(F)c(NC(=O)c2cccs2)c1,-6,2,4,-6,5,9,0,0.1,1,-2,-2
CCC1(c2ccccc2)NC(=O)N(CC(=O)Nc2ccc(OC)nc2)C1=O (stereo unspecified),-16,-2,12,17,-5,-3,0,0.1,13,-1,5

# Part of the list above, showing only NR2E3 ag-1 and iPSC survival up.
SMILES,NR2E3 ag-1,iPSC survival up
Fc1cccc(-c2nn[nH]n2)c1,-25,-1.5
O=C(NCc1ccco1)/C(=C\c1ccco1)NC(=O)c1ccccc1Cl,-9,0.9
COc1ccc(N=NC2=C(O)CC(C)(C)CC2=O)cc1,6,-2.3
O=C(NCc1ccncc1)C(=O)Nc1nccs1,-29,-0.7

# New compounds follow.
SMILES,CaV13 FRET inh,Shn3 3UTR inh,HIF-2a block,PDI turbidity,m5-HT2A agonist,NR2E3 ag-1,NR2E3 ag-2,iPSC survival up,Peg3 promoter,MITF TRPM1 inh,Cardio protect
Cc1cnnc2ccc3c(no[n+]3[O-])c12,1,-1,12,0,2,-4,-1,0.1,1,8,-13
CN(CC(=O)NCCCN1CCOCC1)S(=O)(=O)c1ccc(Br)cc1,.,-3,13,-3,-1,-7,-2,-1.2,14,3,-5
CCCCNC(=O)CSc1nnc(-c2ccco2)n1C,-5,2,18,-11,1,15,1,1.8,-2,-5,3
CC(C)n1c(-c2ccccc2F)n[nH]c1=S,-7,12,0,4,4,1,6,-2.2,5,-1,0
CN(CC(=O)Nc1ccccc1C(F)(F)F)C(=O)Cc1ccccc1F,-2,-14,15,0,0,-9,2,-0.5,9,-8,-6
CCOc1ccc(N(CC(=O)NCc2ccc(F)cc2)C(=O)c2snc(C(N)=O)c2N)cc1,-3,11,8,-1,-7,-18,4,0.0,-4,.,7
CSc1ccc(NC(=O)Nc2cc(C)ccn2)cc1,-3,20,-98,-2,-6,-137,-2,-0.5,-137,-34,-13
COc1ccc(C(=O)NC(=S)NNC(=O)c2ccc(C)cc2)cc1,-5,11,7,-4,1,8,3,-0.5,16,23,18
O=C1CCCC2=C1C(c1cccc(O)c1)C1=C(N2)c2ccccc2C1=O (stereo unspecified),-1,18,17,-12,0,7,-5,-0.5,25,7,-1
CN(C)CCCNc1nc(N)c([N+](=O)[O-])c(NCCO)n1,-4,7,7,8,-2,-3,-5,0.3,-1,-18,-1
CC(NC(=O)c1ccc2ccccc2n1)c1ccccc1 (stereo unspecified),-10,0,-26,11,-2,8,-2,0.3,-3,6,-4
CN1CCN(CCCc2c3c(cc4c2CCC4)CCC3)CC1,-4,0,10,7,-4,-3,-1,0.2,21,3,2

# Ordered by the number under PDI turbidity (rising): 3 from the list above.
smiles	CaV13 FRET inh	Shn3 3UTR inh	HIF-2a block	PDI turbidity	m5-HT2A agonist	NR2E3 ag-1	NR2E3 ag-2	Peg3 promoter	MITF TRPM1 inh
COc1ccc(C(=O)NC(=S)NNC(=O)c2ccc(C)cc2)cc1	-5	11	7	-4	1	8	3	16	23
CCOc1ccc(N(CC(=O)NCc2ccc(F)cc2)C(=O)c2snc(C(N)=O)c2N)cc1	-3	11	8	-1	-7	-18	4	-4	.
CC(C)n1c(-c2ccccc2F)n[nH]c1=S	-7	12	0	4	4	1	6	5	-1

# The list continues:
SMILES,CaV13 FRET inh,Shn3 3UTR inh,HIF-2a block,PDI turbidity,m5-HT2A agonist,NR2E3 ag-1,NR2E3 ag-2,iPSC survival up,Peg3 promoter,MITF TRPM1 inh,Cardio protect
Cc1cc2oc(C(=O)NC3CCS(=O)(=O)C3)c(C)c2cc1C (stereo unspecified),1,-11,-25,0,3,-22,-2,-1.8,-19,-27,12
CCN(CC(=O)NC(c1ccccc1)c1ccccc1)Cc1nc2ccccc2c(=O)[nH]1,.,5,15,1,-2,-14,-2,-1.2,28,1,19
O=C(c1ccccc1)N1CCCC(C(=O)N2CCc3ccccc3C2)C1 (stereo unspecified),-5,0,12,-2,-1,6,2,3.7,17,4,6
CN(C)C(=O)CNc1n[nH]c(=S)[nH]c1=O,2,10,9,-1,5,29,-2,-0.4,-2,0,9
Cc1ccc(Cl)cc1S(=O)(=O)N1CCC(C(=O)NC2CCN(Cc3ccccc3)CC2)CC1,-4,40,16,0,-6,7,-1,0.3,19,-2,-3
Cc1ccoc1C(=O)Nc1cccc(Oc2ccccc2)c1,.,-27,-261,7,-7,-136,2,6.7,-381,-80,-22

# m5-HT2A agonist, what is marked active above.
Molecule | CaV13 FRET inh | Shn3 3UTR inh | HIF-2a block | PDI turbidity | m5-HT2A agonist | NR2E3 ag-1 | NR2E3 ag-2 | Peg3 promoter | MITF TRPM1 inh
O=C(O)c1ccc(/C=N/Nc2ccc(C(F)(F)F)cn2)cc1 | -4 | -68 | -200 | 8 | 18* | -95 | . | -194 | -43
